Growth percent in the NCI-60 one-dose screen (48 h, 10 µM unless noted): 100 = growth as untreated, 0 = no growth, -100 = all killed.
MDA-MB-435 – MDA-MB-435 melanoma | 82,000 compounds, 7.8% hits | AID 1794794
UACC-257 – UACC-257 melanoma | 78,000 compounds, 4.4% hits
SK-MEL-5 – SK-MEL-5 melanoma; 80,000 compounds, 6.4% hits; AID 1794755
SK-MEL-28 – SK-MEL-28 melanoma | 81,000 compounds, 4.1% hits
LOX IMVI – LOX IMVI melanoma; 79,000 compounds, 7.4% hits; AID 1794757
SK-MEL-2 – SK-MEL-2 melanoma. 77,000 compounds, 4.7% hits. AID 1794763
MALME-3M – MALME-3M melanoma; 78,000 compounds, 5.8% hits
UACC-62 – UACC-62 melanoma; 81,000 compounds, 5.4% hits; AID 1794756
An asterisk follows results filed as active; · = no result given; & = joins results of further samples. How the source made its calls: active means growth percent below 10; inactive means the rest.

SMILES	MDA-MB-435	UACC-257	SK-MEL-5	SK-MEL-28	LOX IMVI	SK-MEL-2	MALME-3M	UACC-62
CCCC(C)C1(CC)C(=O)NC(=S)NC1=O (centres undefined)	99.8	95.0	96.2	115.7	103.3	·	99.5	88.2
Oc1c(F)c(F)c(F)c(F)c1F	101.5	85.3	97.7	99.6	96.5	99.4	89.1	·
CCCCN1CCc2ccccc2C1	100.3	104.1	99.6	97.1	98.9	100.8	86.2	95.1
COc1cccc(C=C(C#N)C#N)c1	108.3	107.3	100.8	110.3	101.1	112.0	107.8	105.7
COCOC1CCC2C3CCC4=CC(=O)CCC4=C3C=CC12C (centres undefined)	105.8	96.5	103.3	110.6	98.4	123.5	123.6	93.1
COC(=O)c1ccc(OC)c(OC)c1	112.4	97.3	101.2	101.8	97.3	104.4	107.1	97.2
C[C@]12CCC(=O)C=C1CCC1C2CC[C@]2(C)C(=O)/C(=C/c3cnc[nH]3)CC12 (some centres undefined)	95.5	117.9	106.4	112.8	106.0	115.5	98.5	104.8
CC1=C(CNO)C2=C(C)C3(CC3)[C@@](C)(O)C(=O)C2=C1	92.1	-24.3*	-67.4*	50.2	52.8	-44.4*	-62.6*	28.7
CN(C)c1n[nH]c(N)n1	109.5	101.7	97.8	106.8	97.4	93.5	104.1	102.9
N/N=C(N)/C(N)=N/N	108.2	105.4	94.5	106.0	96.9	115.5	118.1	104.7
C[N+](C)(C)Cc1ccccc1	92.0&103.5	110.0	102.7&95.5	109.6&109.9	100.0&103.2	101.7&126.6	91.2	98.4
C/C(=N\N=C(N)N)c1ccccc1	106.1	95.7	106.9	109.7	95.3	94.7	101.5	97.4
CN(C)c1ccc(C=C(C#N)C#N)cc1	101.8	·	98.8	110.4	94.4	102.9	121.5	107.7
S=C=Nc1ccc(I)cc1	100.9	85.6	99.3	101.3	98.9	84.2	108.3	100.5
S=C(SSC(=S)N1CCCCC1)N1CCCCC1	99.3	87.7	93.9	105.2	87.1	102.1	124.1	96.7
COc1cc(C#N)cc2nc(-c3ccc4c(c3)OCO4)oc12	94.4	94.5	95.3	92.8	95.3	103.4	85.7	98.8
O/N=C(Cl)/C(Cl)=N/O	99.9&104.8	99.6&106.9	96.7&100.5	105.0&119.9	91.9&96.0	114.1&106.1	95.1	90.7
CC(C)=CCc1c(O)c(C(=O)CC(C)C)c(O)c2c(-c3ccccc3)cc(=O)oc12	57.1	58.1	-41.3*	39.2	68.2	40.5	56.9	12.2
CC(C)[C@H](NC(=O)c1cn(CCC2CCCCC2)c2ccccc12)C(N)=O	97.1	101.7	·	99.8	73.3	85.5	102.2	85.5
NC1CCc2cc(O)c(O)cc2C1 (centres undefined)	81.4	102.6	87.4	87.1	70.9	97.7	·	99.4
CCSC[C@H]1C[C@](O)(c2cn(S(=O)(=O)c3ccc(C)cc3)c3ccccc23)C(=O)O1	106.7	118.3	102.8	113.6	91.6	74.6	86.6	97.4
CCCN1C(=O)NC(=O)C(CC)(N2C(=O)c3c(F)c(F)c(F)c(F)c3C2=O)C1=O (centres undefined)	-60.3*	-83.3*	-91.7*	-93.7*	-55.9*	-65.2*	-71.1*	-68.6*
C[C@H](N)[C@H](O)c1ccccc1	148.4&106.1	98.2&102.4	105.6&109.2	112.6&109.8	104.6&102.9	111.6&108.3	131.0&114.8	100.4
CC(C)(N)Cc1ccccc1Cl	96.1	99.6	104.3	113.5	97.8	90.6	98.5	93.3

Entries of single compounds as entered above:
NC1CCc2cc(O)c(O)cc2C1 (centres undefined) reads MDA-MB-435 = 81.4; UACC-257 = 102.6; SK-MEL-5 = 87.4; SK-MEL-28 = 87.1; LOX IMVI = 70.9; SK-MEL-2 = 97.7; MALME-3M = ·; UACC-62 = 99.4
O/N=C(Cl)/C(Cl)=N/O reads MDA-MB-435 = 99.9&104.8; UACC-257 = 99.6&106.9; SK-MEL-5 = 96.7&100.5; SK-MEL-28 = 105.0&119.9; LOX IMVI = 91.9&96.0; SK-MEL-2 = 114.1&106.1; MALME-3M = 95.1; UACC-62 = 90.7

Continued:
SMILES	MDA-MB-435	UACC-257	SK-MEL-5	SK-MEL-28	LOX IMVI	SK-MEL-2	MALME-3M	UACC-62
O=P(O)(O)c1ccccc1	121.5	102.8	104.5	112.6	100.6	109.7	112.7	95.7
CC(O)c1cccc(Br)c1 (centres undefined)	105.8	96.9	113.9	112.5	100.6	110.3	120.2	109.0
CC1(C)N=C(N)N=C(N)N1c1cccc(CCCCc2ccc(Cl)c(S(=O)(=O)F)c2)c1	35.8	33.6	16.4	70.2	16.5	52.3	56.0	15.3
CC(=O)O[C@H]1CCC2(C)C(=CCC3C2CCC2(C)/C(=N/OC(=O)c4ccc(N(CCCl)CCCl)cc4)CCC32)C1 (some centres undefined)	47.1	97.2	73.2	81.8	5.2*	99.2	92.2	68.4
CC[C@@]1(O)C[C@H](OC2CC(N(C)C)C(O)C(C)O2)c2c(O)c3c(c(O)c2[C@H]1OC1CC(N(C)C)C(O)C(C)O1)C(=O)c1cccc(O)c1C3=O (some centres undefined)	-86.0*	2.6*	-89.0*	·	-36.2*	-54.5*	-93.7*	-63.2*
C[N+]1([O-])C2CCC1CC(OC(=O)C(O)c1ccccc1)C2 (centres undefined)	115.1	97.0	97.0	101.1	105.4	109.1	98.6	97.2
O=C(O)c1cc(CBr)ccc1O	93.1	96.9	108.4	123.0	105.9	115.7	119.2	·
O=c1c2ccccc2[nH]c(=S)n1-c1cccc(C(F)(F)F)c1	98.2	99.9	96.0	93.7	87.7	100.5	102.6	95.7
CCNC(C)Cc1ccccc1 (centres undefined)	108.4	101.3	103.9	99.5	98.7	105.3	101.6	103.2
COC(=O)[C@@]1(C)CC[C@]2(C)CC[C@]3(C)C4=CC=C5C(=CC(=O)C(O)=C5C)[C@]4(C)CC[C@@]3(C)[C@@H]2C1	-90.8*	-88.3*	-97.1*	-92.9*	-90.5*	-87.6*	-87.3*	-92.7*
CCC1CN1CCCCN1CC1CC (centres undefined)	93.7	97.0	99.5	90.0	97.7	118.2	91.6	97.2
CCOP(=O)(OCC)C(C#N)OC(C)(C)C (centres undefined)	112.6	102.3	99.4	116.2	96.5	105.0	·	102.7
CNC(=O)Oc1coc(CCl)cc1=O	94.8	79.8	94.8	99.0	94.4	82.8	101.3	93.4
CC1=C(CN)C2=C(C)C3(CC3)[C@@](C)(O)C(=O)C2=C1	97.9	87.2	98.8	94.8	91.6	98.5	96.2	97.0
CC/C(=C\c1ccc(C(C)(C)C)cc1)[N+](=O)[O-]	132.4	·	105.3	108.9	97.5	96.9	100.7	95.7
CC(=O)NC(NP(=O)(N(C)C)N(C)C)C(Cl)(Cl)Cl (centres undefined)	99.8	99.7	106.9	118.0	103.2	74.1	102.2	105.4
O=C1OCCC1Br (centres undefined)	103.2	83.0	103.1	99.5	97.4	96.5	97.8	103.1
N#C/C=C/C#N	110.8	96.2	105.0	110.8	104.0	131.7	118.5	98.5
C[C@@H]1C[C@H]2C(=CC1=O)CC[C@@H]1[C@@H]2CC[C@]2(C)[C@@H](O)CC[C@@H]12	89.6	76.4	85.8	108.2	95.7	107.0	118.4	83.6
CN(C)C1CCc2[nH]c3c(F)cc(F)cc3c2C1 (centres undefined)	101.2	94.0	96.9	115.9	97.9	103.1	98.8	99.9
CCCCCN(CCCCC)CC(O)c1cc(Cl)ccc1OC (centres undefined)	42.8	47.4	37.7	51.7	14.5	32.8	66.9	62.3
O=C(O)C(Cl)(Cl)CCl	106.9	95.3	104.8	107.1	97.0	105.7	100.6	103.2
O=C1NC(=O)C(F)C(O)N1 (centres undefined)	94.8	81.3	98.0	98.6	97.6	86.1	99.4	96.1
COc1ccc(CC(C)NCC(O)c2ccc(O)c(O)c2)cc1 (centres undefined)	107.4	109.6	101.9	108.5	97.0	111.1	113.5	98.8
C[C@]12CCc3sc(Nc4ncccn4)nc3C1=CC[C@@H]1[C@@H]2CC[C@]2(C)C(=O)CC[C@@H]12	99.7	112.8	99.9	106.4	104.7	121.0	117.7	97.6
Cc1ccc(C(Cc2ccccc2)N2CCCC(C)C2)cc1 (centres undefined)	97.2	101.7	99.9	95.4	94.5	101.1	88.9	92.8
Nc1c(C(=O)c2ccccc2)sc2nc3c(cc12)N1CCC3CC1	87.0	104.5	92.9	89.9	92.8	97.8	103.1	89.9
CN[C@]1(c2ccccc2Cl)CCCC[C@H]1NCCCc1ccccc1	104.4	88.3	98.8	114.8	93.0	101.0	79.4	95.8
Cc1cc(N(CCCl)CCCl)ccc1/C=N\NC(=O)c1ccncc1	89.1	79.8	76.1	99.7	·	120.0	·	53.1
O=C(CCl)c1ccc(O)cc1	89.2	84.8	84.7	103.2	84.3	84.3	88.4	99.7

Random excerpt: five compounds from above.
SMILES	MDA-MB-435	UACC-257	SK-MEL-5	SK-MEL-28	LOX IMVI	SK-MEL-2	MALME-3M	UACC-62
CN[C@]1(c2ccccc2Cl)CCCC[C@H]1NCCCc1ccccc1	104.4	88.3	98.8	114.8	93.0	101.0	79.4	95.8
C[C@]12CCc3sc(Nc4ncccn4)nc3C1=CC[C@@H]1[C@@H]2CC[C@]2(C)C(=O)CC[C@@H]12	99.7	112.8	99.9	106.4	104.7	121.0	117.7	97.6
Cc1ccc(C(Cc2ccccc2)N2CCCC(C)C2)cc1 (centres undefined)	97.2	101.7	99.9	95.4	94.5	101.1	88.9	92.8
O=C(CCl)c1ccc(O)cc1	89.2	84.8	84.7	103.2	84.3	84.3	88.4	99.7
Nc1c(C(=O)c2ccccc2)sc2nc3c(cc12)N1CCC3CC1	87.0	104.5	92.9	89.9	92.8	97.8	103.1	89.9

Screening data as filed in PubChem BioAssay.

A portion of the library; count on the stated rates, not on these rows.
